Efflux pump inh = blocks antifungal efflux pumps in multiplex yeast assay | S. cerevisiae Candida pump triplex, Nile Red efflux | inhibition, % at 10 µM | actives 0.44% (n = 330,000) | AID 485275;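 active = plate passing quality check with inhibition over a set limit, or well fluorescence over plate mean plus 4 SD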;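 note: Nile Red retained in pooled yeast measured as flow cytometry median fluorescence; 0% = buffer negative control and 100% = Enniatin B positive control; higher means more Nile Red kept so more efflux inhibition; some compounds called inactive have numbers as strong as hits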
proCasp7 act = activates human procaspase-7, counter-screen for procaspase-3 activators | P55210 | recombinant procaspase-7, Ac-DEVD-pNA absorbance 405 nm; D23A/D198A/D206A triple mutant, cannot self-cleave; scale: DMSO 0, 5 µM enzyme 100 | activation, % at 8.5 µM | actives 0.093% (n = 330,000) | AID 463210;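 active = percent activation above the screen-wide mean plus 3 SD, cut at about 25% in these data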
Target sequence (P55210 whole entry D23A/D198A/D206A): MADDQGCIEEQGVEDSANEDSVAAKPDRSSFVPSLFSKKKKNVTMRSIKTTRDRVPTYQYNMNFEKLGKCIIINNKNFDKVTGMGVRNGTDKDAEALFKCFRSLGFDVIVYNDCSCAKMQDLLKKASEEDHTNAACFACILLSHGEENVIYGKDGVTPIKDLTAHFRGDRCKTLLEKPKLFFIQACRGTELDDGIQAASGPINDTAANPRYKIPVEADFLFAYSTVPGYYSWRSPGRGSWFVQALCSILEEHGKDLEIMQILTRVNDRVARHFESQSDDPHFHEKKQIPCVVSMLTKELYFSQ
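buffer or medium = Zinc-free HEPES/NaCl buffer, pH 7.4 | material = Procaspase-7 triple mutant (PC-7 D3A) | input = 2 µM procaspase-7 mutant as dispensed | signal = Epi-absorbance of released pNA at 405 nm, two timepoints | timing = 1 h preincubation, 2 h reaction | replicates = singlicate compound testing | evaluation = % activation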
JMJD2C inh = blocks human GASC-1 demethylase activity; Q9H3R0; GST-JMJD2C(1-420) H3K9me3 demethylation, DELFIA europium; inhibition, % at 2.35 µM; actives 0.069% (n = 330,000);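 active = more than half of a compound's replicate wells show inhibition beyond 50%, single wells judged on their own value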;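 note: signal counts dimethyl H3K9 product captured on neutravidin plate; 0% = median of DMSO wells and 100% = 0.3 times that DMSO median; strong numbers were not always called active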
procasp3 activ = activators of human procaspase-3. P42574. recombinant procaspase-3 D3A, Ac-DEVD-pNA absorbance 405 nm. activation, % at 8.5 µM. actives 0.11% (n = 330,000);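 active = activation above the mean of all tested compounds plus 3 SD, cut at about 21% in these data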;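 note: 0% = DMSO alone and 100% = DMSO wells spiked with extra 5 µM PC-3 D3A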
Target sequence (P42574 whole entry D9A/D28A/D175A): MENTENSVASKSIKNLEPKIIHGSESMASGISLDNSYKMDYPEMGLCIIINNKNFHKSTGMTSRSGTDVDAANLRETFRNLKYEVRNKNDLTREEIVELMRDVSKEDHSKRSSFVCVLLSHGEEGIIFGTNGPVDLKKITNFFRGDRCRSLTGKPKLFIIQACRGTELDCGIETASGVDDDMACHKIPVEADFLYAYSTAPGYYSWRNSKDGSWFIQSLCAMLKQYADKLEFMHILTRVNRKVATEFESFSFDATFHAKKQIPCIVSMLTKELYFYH
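Evaluation: percent activation relative to control range; Material: Procaspase-3 D3A mutant, all three cleavage aspartates alanine; Compound: single dose, 8.5 µM nominal compound, 0.8% DMSO; Replication: one well per compound; Signal: absorbance at 405 nm, 0 and 120 min; Schedule: 1 h preincubation plus 2 h reaction at 25 °C.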
TPT1 inh = C. albicans TPT1 enzyme inhibition; recombinant caTPT1, FP RNA substrate dephosphorylation; inhibition, % at 5 µM; actives 0.81% (n = 300,000);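 active = inhibition above the mean of all tested compounds plus 3 SD, set per screening campaign, cut at about 24% in these data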;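 note: plate controls were DMSO alone for no effect and ferristatin control at 100 nM for full effect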
core dimer inh = blocks dimerization of HCV core protein. TR-FRET GST/Flag-core106 dimerization, 1536-well. inhibition, % at 5 µM. actives 0.33% (n = 300,000). AID 1899;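 active = inhibition above the mean of all tested compounds plus 3 SD, set per screening campaign, cut at about 45% in these data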
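System: GST-tagged and Flag-tagged HCV core protein residues 1-106 / Input: core106 proteins, GST 13.5 nM and Flag 17 nM / Buffer or medium: KF-containing HEPES buffer, pH 7.45, DTT, CHAPS, BSA / Probe or stimulus: Eu-anti-GST and XL665-anti-Flag labelled anti-tag antibodies / Schedule: 4 h, 22.5 °C incubation / Technique: TR-FRET 671 and 617 nm emission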
PP5 primary = inhibitors of human protein phosphatase 5 (PP5). actives 0.18% (n = 320,000). purified PP5c, OMFP substrate fluorescence. inhibition, % at 6.7 µM. P53041;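 active = inhibition above the campaign's mean inhibition across all tested compounds plus 3 SD, cut at about 9.5% in these data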;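 note: 0% = DMSO only and 100% = 100 µM cantharidin control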
Target sequence (P53041 whole entry, looked up): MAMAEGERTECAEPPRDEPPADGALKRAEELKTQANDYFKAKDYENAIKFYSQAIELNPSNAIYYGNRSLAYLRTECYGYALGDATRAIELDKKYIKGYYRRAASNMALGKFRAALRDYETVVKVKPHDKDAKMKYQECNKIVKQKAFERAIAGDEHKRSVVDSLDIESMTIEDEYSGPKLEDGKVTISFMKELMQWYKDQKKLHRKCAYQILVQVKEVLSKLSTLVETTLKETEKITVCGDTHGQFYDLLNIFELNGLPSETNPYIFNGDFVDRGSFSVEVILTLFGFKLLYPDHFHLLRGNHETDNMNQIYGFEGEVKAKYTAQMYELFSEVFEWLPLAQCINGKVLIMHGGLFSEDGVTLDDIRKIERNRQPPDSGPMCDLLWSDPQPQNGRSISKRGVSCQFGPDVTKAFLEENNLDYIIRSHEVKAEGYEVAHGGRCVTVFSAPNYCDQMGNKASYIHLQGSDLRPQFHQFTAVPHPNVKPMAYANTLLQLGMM
PP1 counter = PP1-alpha (human) inhibition in PP5 counter-screen. purified PP1alpha, OMFP fluorescence. inhibition, % at 6.7 µM. actives 0.9% (n = 320,000);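 active = inhibition above the mean inhibition of all tested compounds plus 3 SD, computed separately for each screening campaign, cut at about 15% in these data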
CTSL1 counter = cathepsin L1 inhibition, PFM18AAP counter-screen; recombinant F. hepatica cathepsin L1, Z-Leu-Arg-MCA fluorescence; inhibition, % at 5.96 µM; actives 0.49% (n = 300,000); AID 1906;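 active = inhibition above the mean of all tested compounds plus 3 SD, set per screening campaign, cut at about 17% in these data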;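 note: 0% = plate median of test compound wells and 100% = 1 µM Z-Phe-Ala-diazomethylketone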
Starred values were filed as active, the others as inactive.

How did NC(=O)C1CC12c1ccccc1-c1ccccc12 (stereo unspecified) do in these assays?
Efflux pump inh: -0.1; proCasp7 act: -1.8; JMJD2C inh: -7.3; procasp3 activ: -0.6; TPT1 inh: -4.9; core dimer inh: -10.9; PP5 primary: -2.6; PP1 counter: 6.1; CTSL1 counter: 15.1

What do the screens show for `CC(C)(C)C(=O)N1N=C(c2cccc(NS(C)(=O)=O)c2)CC1c1cccs1` (stereo unspecified)?
Efflux pump inh: -0.1; proCasp7 act: 7.1; JMJD2C inh: -0.9; procasp3 activ: 1.2; TPT1 inh: -3.9; core dimer inh: 1.1; PP5 primary: 4.2; PP1 counter: -2.7; CTSL1 counter: 0.9

Results for O=C(COc1ccc(Br)cc1)N1CCOCC1 ?
Efflux pump inh: 0.2; proCasp7 act: -0.1; JMJD2C inh: -0.8; procasp3 activ: 3.5; TPT1 inh: 3.9; core dimer inh: 0.6; PP5 primary: 3.2; PP1 counter: -4.0; CTSL1 counter: -1.1

How did COc1ccc(C(=O)OCC(=O)NC(=O)Nc2ccccc2F)c(OC)c1 do in these assays?
Efflux pump inh: 0.1; proCasp7 act: 1.6; JMJD2C inh: 15.1; procasp3 activ: 8.8

What do the screens show for `C[n+]1c2n(c3ccccc31)N=C(c1ccc(-c3ccccc3)cc1)CS2`?
Efflux pump inh: 0.0; proCasp7 act: 8.3; JMJD2C inh: -15.8; procasp3 activ: -4.0; TPT1 inh: 1.7; core dimer inh: -0.6; PP5 primary: 0.9; PP1 counter: 5.4; CTSL1 counter: 3.8

How did CC(C)NC(=O)c1cc2n(n1)C(C(F)(F)F)CC(c1ccco1)N2 (stereo unspecified) do in these assays?
Efflux pump inh: 0.1; proCasp7 act: 6.2; JMJD2C inh: -5.5; procasp3 activ: 0.0; TPT1 inh: -1.3; core dimer inh: -1.4; PP5 primary: -0.1; PP1 counter: -2.9; CTSL1 counter: 7.7

Results for O=C(CSc1cccc(C(F)(F)F)c1)Nc1ccc(Cl)cc1Cl ?
Efflux pump inh: 0.0; proCasp7 act: 5.5; JMJD2C inh: -0.8; procasp3 activ: -0.3; TPT1 inh: -2.3; core dimer inh: -2.3; PP5 primary: 5.3; PP1 counter: 3.0; CTSL1 counter: -0.4

Results for Cc1noc(C)c1COc1ccc(C(=O)OCC(=O)Nc2cccc(S(=O)(=O)N3CCOCC3)c2)cc1 ?
Efflux pump inh: -0.3; proCasp7 act: 6.5; JMJD2C inh: -0.4; procasp3 activ: -0.6; TPT1 inh: -2.3; core dimer inh: 10.9; PP5 primary: 1.5; PP1 counter: 0.4; CTSL1 counter: -3.4

What do the screens show for `O=C(O)/C(=C\c1cccc(O)c1)c1ccc(S(=O)(=O)N2CCCC2)s1`?
Efflux pump inh: -0.1; proCasp7 act: 6.8; JMJD2C inh: 9.8; procasp3 activ: -10.8; PP5 primary: 1.1; PP1 counter: 2.3

What do the screens show for `CCN1CCN(CCNC(=O)CCCCCn2c(=O)[nH]c3cc(C(=O)OC)ccc3c2=O)CC1`?
Efflux pump inh: -0.4; proCasp7 act: 2.5; JMJD2C inh: 2.0; procasp3 activ: 3.3; TPT1 inh: 2.6; core dimer inh: 0.9; PP5 primary: -0.1; PP1 counter: -1.7; CTSL1 counter: -0.8

Next section, overlapping the part above by 2 compounds.
What do the screens show for `O=C(O)/C(=C\c1cccc(O)c1)c1ccc(S(=O)(=O)N2CCCC2)s1`?
Efflux pump inh: -0.1; proCasp7 act: 6.8; JMJD2C inh: 9.8; procasp3 activ: -10.8; PP5 primary: 1.1; PP1 counter: 2.3

What do the screens show for `CCN1CCN(CCNC(=O)CCCCCn2c(=O)[nH]c3cc(C(=O)OC)ccc3c2=O)CC1`?
Efflux pump inh: -0.4; proCasp7 act: 2.5; JMJD2C inh: 2.0; procasp3 activ: 3.3; TPT1 inh: 2.6; core dimer inh: 0.9; PP5 primary: -0.1; PP1 counter: -1.7; CTSL1 counter: -0.8

How did Cc1cc(C)c2c(N=NN3CCCCC3)[nH]nc2n1 do in these assays?
Efflux pump inh: -0.1; proCasp7 act: -17.7; JMJD2C inh: 7.6; procasp3 activ: -21.3; TPT1 inh: -0.4; core dimer inh: -1.7; PP5 primary: -0.1; PP1 counter: -0.1; CTSL1 counter: -1.5

Results for COC(=O)[C@]1(Cc2ccccc2)N[C@H](CN(C)S(=O)(=O)c2ccc(OC)cc2)[C@@H]2C(=O)N(C)C(=O)[C@@H]21 ?
Efflux pump inh: 0.1; proCasp7 act: 6.8; JMJD2C inh: 19.1; procasp3 activ: 2.9

Results for Oc1ccc(C[C@H]2CNCCN2CCc2cc(C(F)(F)F)cc(C(F)(F)F)c2)cc1 ?
Efflux pump inh: -0.1; proCasp7 act: 0.1; JMJD2C inh: 2.1; procasp3 activ: -1.3; TPT1 inh: 0.3; core dimer inh: -15.4; PP5 primary: 2.1; PP1 counter: 4.4; CTSL1 counter: -0.7

What do the screens show for `CCC(Sc1ncccc1C(=O)OC(C)C)C(=O)N1CCOCC1` (stereo unspecified)?
Efflux pump inh: 0.3; proCasp7 act: 5.6; JMJD2C inh: 2.7; procasp3 activ: 0.0; TPT1 inh: -1.5; core dimer inh: 0.2; PP5 primary: -1.2; PP1 counter: -0.2; CTSL1 counter: -0.6

How did CCc1ccc(NC(=O)CCNS(=O)(=O)c2cccc3nsnc23)cc1 do in these assays?
Efflux pump inh: 0.0; proCasp7 act: 2.4; JMJD2C inh: -0.3; procasp3 activ: -1.1; TPT1 inh: -2.8; core dimer inh: -4.7; PP5 primary: 2.1; PP1 counter: 3.1; CTSL1 counter: 1.5

How did CC(C)Oc1ccc(/C(O)=C2/C(=O)C(=O)N(CCN3CCNCC3)C2c2ccc(C(C)C)cc2)cc1 (stereo unspecified) do in these assays?
Efflux pump inh: 0.0; proCasp7 act: 7.4; JMJD2C inh: -16.7; procasp3 activ: -3.1; TPT1 inh: 0.3; core dimer inh: 11.5; PP5 primary: -1.6; PP1 counter: 9.8; CTSL1 counter: 0.3

How did CCOC(=O)N1CCN(C(=O)CSc2nc(=O)n3cccc(C)c3n2)CC1 do in these assays?
Efflux pump inh: -0.3; proCasp7 act: 15.9; JMJD2C inh: 2.7; procasp3 activ: 4.8; TPT1 inh: -1.5; core dimer inh: 2.8; PP5 primary: 2.5; PP1 counter: -3.9; CTSL1 counter: -0.7

How did Cc1ccc(CC2SC(N=C(N)N)=NC2=O)cc1 (stereo unspecified) do in these assays?
Efflux pump inh: 0.7; proCasp7 act: -4.2; JMJD2C inh: -20.3; procasp3 activ: 0.5; TPT1 inh: 1.5; core dimer inh: -10.1; PP5 primary: 0.0; PP1 counter: -5.1; CTSL1 counter: 0.8

How did c1ccc(Nc2n[nH]nc2-c2ccccc2)cc1 do in these assays?
Efflux pump inh: 0.0; proCasp7 act: 12.7; JMJD2C inh: 44.4; procasp3 activ: 0.5; TPT1 inh: -5.2; core dimer inh: -10.1; PP5 primary: -0.1; PP1 counter: 0.8; CTSL1 counter: -2.0

How did CCOc1cc(C(=S)N2CCOCC2)ccc1OC do in these assays?
Efflux pump inh: 0.2; proCasp7 act: -0.7; JMJD2C inh: -1.2; procasp3 activ: 2.2; TPT1 inh: 4.5; core dimer inh: 3.2; PP5 primary: 0.3; PP1 counter: -0.7; CTSL1 counter: 3.5

How did Cc1cccc(N=C2NN=C(c3ccc4c(c3)OCCO4)CS2)c1 do in these assays?
Efflux pump inh: -0.2; proCasp7 act: -2.2; JMJD2C inh: 3.9; procasp3 activ: -1.9; TPT1 inh: -1.9; core dimer inh: 2.4; PP5 primary: 1.8; PP1 counter: -3.8; CTSL1 counter: -0.9

What do the screens show for `COc1ccccc1N(CC(=O)NC1CCCCC1)S(=O)(=O)c1ccccc1`?
Efflux pump inh: -0.1; proCasp7 act: 1.6; JMJD2C inh: 4.8; procasp3 activ: -1.6; TPT1 inh: -2.4; core dimer inh: 2.5; PP5 primary: 1.1; PP1 counter: 1.1; CTSL1 counter: -2.1

Results for c1ccc(CCC2CCCCN2Cc2nc(C3CC3)no2)cc1 (stereo unspecified) ?
Efflux pump inh: 0.0; proCasp7 act: 16.8; JMJD2C inh: 7.2; procasp3 activ: 4.1; TPT1 inh: -2.0; core dimer inh: -1.6; PP5 primary: 1.8; PP1 counter: 0.1; CTSL1 counter: 1.1

Results for Cc1oc2ncnc(N)c2c1C ?
Efflux pump inh: -0.1; proCasp7 act: -2.1; JMJD2C inh: -0.5; procasp3 activ: -2.9; TPT1 inh: -2.6; core dimer inh: 1.8; PP5 primary: 1.8; PP1 counter: 7.9; CTSL1 counter: 0.8

What do the screens show for `Cc1cc(N/N=C/c2ccc([N+](=O)[O-])o2)nc2ccccc12`?
Efflux pump inh: 0.1; proCasp7 act: -6.0; JMJD2C inh: -3.8; procasp3 activ: -12.1; TPT1 inh: 49.5*; core dimer inh: -4.6; PP5 primary: 0.3; PP1 counter: 0.7; CTSL1 counter: 2.0

Results for CCOC(=O)c1c(CC(C)C)csc1NC(=O)CCl ?
Efflux pump inh: 0.0; proCasp7 act: 2.2; JMJD2C inh: 7.9; procasp3 activ: 1.1; TPT1 inh: -2.6; core dimer inh: 2.5; PP5 primary: 3.9; PP1 counter: -2.5; CTSL1 counter: 2.4

How did Cc1ccc(NC(=O)c2cnccn2)cc1S(=O)(=O)N(C)C do in these assays?
Efflux pump inh: -0.2; proCasp7 act: -5.4; JMJD2C inh: 3.6; procasp3 activ: -6.4; TPT1 inh: 1.7; core dimer inh: -7.3; PP5 primary: 4.7; PP1 counter: -2.0; CTSL1 counter: -2.6

How did COc1ccc(/C=N/NC(=O)c2ccn[nH]2)cc1COc1ccc(Cl)cc1 do in these assays?
Efflux pump inh: 0.1; proCasp7 act: 0.0; JMJD2C inh: -13.3; procasp3 activ: 4.0; TPT1 inh: 2.7; core dimer inh: 0.0; PP5 primary: 0.9; PP1 counter: 1.0; CTSL1 counter: 2.2

What do the screens show for `O=C(/C=C/c1ccc(O)cc1)c1c(O)cc(O)cc1O`?
Efflux pump inh: -0.2; proCasp7 act: 6.8; JMJD2C inh: -28.0; procasp3 activ: 12.2; TPT1 inh: 2.1; core dimer inh: -1.8; PP5 primary: 3.7; PP1 counter: -3.8; CTSL1 counter: -2.6

What do the screens show for `NC(=O)C(F)(F)C12OC3C4C5CC(C6C5C3C61)C42` (stereo unspecified)?
Efflux pump inh: 0.2; proCasp7 act: 5.8; JMJD2C inh: -4.2; procasp3 activ: 1.3; TPT1 inh: 0.2; core dimer inh: -3.9; PP5 primary: 1.1; PP1 counter: -3.9; CTSL1 counter: -1.9
